High-throughput results from PubChem.
inhibitors of VEEV = inhibitors of VEEV TC-83 cytopathic effect, confirmation, Vero cells (AID 588727). Vero cells, VEEV TC-83 cytopathic effect inhibition; higher % means a stronger effect. one-dose inhibition, % at 20 µM; IC50 in µM for titrated hits. hit rate 0.13% among 350,000; in the data active means a potency from the dose series; inconclusive means inhibition mostly from about 14% at the one dose, without a potency; inactive means the rest, 99 in 100 with inhibition below about 12%; further: strong numbers were not always called active
H37Rv inhibition = M. tuberculosis growth inhibition, HTS (AID 449762); M. tuberculosis H37Rv growth inhibition, 7H9 media; higher % means a stronger effect; inhibition, % at 25 µM, or IC50 in µM where a hit was titrated; hit rate 0.59% among 330,000; in the data active means a potency from the dose series; inconclusive means inhibition above about 70% without an active follow-up result;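 further: bacterial growth assessed after seven days of incubation; strong numbers were not always called active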
influenza NS1A = NS1A inhibition, H1N1 influenza, cell based functional assay (AID 504329); NS1A functional cell-based assay, percent inhibition; higher % means a stronger effect; one-dose inhibition, % at 12.5 µM; IC50 in µM for titrated hits; hit rate 0.3% among 340,000; in the data active means a potency from the dose series; inconclusive means inhibition above about 27% without an active follow-up result; further: strong numbers were not always called active
Salmonella PhoP GFP = Inhibition of PhoP regulon, Salmonella typhi GFP reporter cells, confirmation, 4 h (AID 1850); Salmonella Typhi PhoP-promoter GFP reporter, fluorescence, 4 h; higher % means a stronger effect; inhibition, % at 50 µM, or IC50 in µM where a hit was titrated; hit rate 0.33% among 310,000; in the data active means a potency from the dose series; inconclusive means inhibition mostly from about 25% at the one dose, without a potency; inactive means the rest, 99 in 100 with inhibition below about 19%;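 further: 0% = induced wells with vehicle and 100% = uninduced wells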
M. tuberculosis = growth inhibition of non-replicating M. tuberculosis (AID 488890); Mycobacterium tuberculosis non-replicating, growth inhibition; higher % means a stronger effect; one-dose inhibition, % at 25 µM; IC50 in µM for titrated hits; hit rate 0.39% among 320,000; in the data active means a potency from the dose series; inconclusive means inhibition mostly from about 82% at the one dose, without a potency; inactive means the rest, 99 in 100 with inhibition below about 76%;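 further: plate controls were DMSO cells for no effect and high antibiotic wells for full effect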
inhibitors of VEEV 10K pilot screen = further read-out of inhibitors of VEEV, marked with its call; inhibition, %; measured here: 10K pilot screen inhibition
An asterisk follows results filed as active.

`CC(=O)c1cccc(NC(=O)N2CCCC2C(=O)NCc2ccc(F)cc2)c1` (configuration not stated) gave inhibitors of VEEV 1.6%, H37Rv inhibition 5.6%, influenza NS1A 1.6%, Salmonella PhoP GFP 7.5% and M. tuberculosis 12.1%.
CCOC(=O)C1CCCN(C(=O)c2ccc(C)cc2O)C1 (configuration not stated) was read as inhibitors of VEEV 4.7%, H37Rv inhibition -6.4%, influenza NS1A -4.4%, Salmonella PhoP GFP 4.3% and M. tuberculosis -2.1%.
`COc1cc(C(=O)Nc2ccc(S(=O)(=O)N3CCc4ccccc43)cc2)cc(OC)c1OC` gave inhibitors of VEEV inactive, H37Rv inhibition -14.6%, influenza NS1A -23.0%, Salmonella PhoP GFP -7.6% and M. tuberculosis 20.1%.
For CC(C)OCCCNC(=O)c1cccs1 the results were inhibitors of VEEV 3.1%, H37Rv inhibition -8.5%, influenza NS1A 1.9%, Salmonella PhoP GFP 2.8% and M. tuberculosis -0.3%.
For COc1ccc(S(=O)(=O)N2CCOCC2)cc1NC(=O)COC(=O)CCOc1ccc(C)cc1 the results were inhibitors of VEEV 2.7%, H37Rv inhibition 21.8%, influenza NS1A 0.7%, Salmonella PhoP GFP -8.4% and M. tuberculosis 28.1%.
Screening O=C(NCCN1CCN(c2ccccc2Cl)CC1)Nc1ccccc1 returned inhibitors of VEEV 0.3%, H37Rv inhibition 6.0%, influenza NS1A -12.2%, Salmonella PhoP GFP -7.5% and M. tuberculosis 10.9%.
Screening Oc1ccc(C[C@@H]2CNC(=S)N2CCCCC2CCCCC2)cc1 returned inhibitors of VEEV 0.1%, H37Rv inhibition 5.7%, influenza NS1A -1.1%, Salmonella PhoP GFP -2.3% and M. tuberculosis 30.7%.
COC(=O)CCCC(=O)NC1CCCN(C2Cc3ccccc3C2)C1 (configuration not stated) was read as inhibitors of VEEV inactive, H37Rv inhibition 0.1%, influenza NS1A 19.2%, Salmonella PhoP GFP -1.5% and M. tuberculosis -3.2%.
For COc1ccc(-c2cc(=NCCC(=O)O)c3cc(C)ccc3o2)cc1 the results were inhibitors of VEEV 0.3% and influenza NS1A 6.4%.
Screening COc1ccc(Br)c(C(=O)Nc2nc3ccccc3[nH]2)c1 returned inhibitors of VEEV 3.0%, H37Rv inhibition -6.1%, influenza NS1A 1.8%, Salmonella PhoP GFP 4.5% and M. tuberculosis 3.3%.
COC(=O)CCC(=O)OC1(C)C(=O)C=C2C=C(C3CC3)N(C3CCCC3)C=C2C1=O (configuration not stated) was read as inhibitors of VEEV inactive, H37Rv inhibition -5.6%, influenza NS1A 6.1% and Salmonella PhoP GFP -4.6%.
COc1ccc(C(=O)/C=C/Nc2ccc([N+](=O)[O-])cc2C)cc1OC was read as inhibitors of VEEV 1.5%, H37Rv inhibition -8.9%, influenza NS1A -6.6%, Salmonella PhoP GFP -4.4% and M. tuberculosis 0.9%.
`COc1ccccc1CCC(=O)Nc1nccs1` gave inhibitors of VEEV 1.1%, H37Rv inhibition 40.2%, influenza NS1A -1.1%, Salmonella PhoP GFP 7.6% and M. tuberculosis 3.0%.
For COc1cccc(CNC(=O)C2CCN(c3nn4c(=O)cc(C)nc4s3)CC2)c1 the results were inhibitors of VEEV 0.4%, H37Rv inhibition -1.8%, influenza NS1A 1.2%, Salmonella PhoP GFP -4.2% and M. tuberculosis 21.1%.
`COc1ccc(/C=N/NC(=O)c2ccc(Br)o2)cc1Cn1cc([N+](=O)[O-])cn1` gave inhibitors of VEEV 0.1%, H37Rv inhibition 1.2%, influenza NS1A 22.7%, Salmonella PhoP GFP 5.8% and M. tuberculosis 16.3%.
`Cc1ccc(S(=O)(=O)NCCCNS(=O)(=O)c2ccccc2[N+](=O)[O-])cc1` gave inhibitors of VEEV 5.1%, H37Rv inhibition 6.5%, influenza NS1A 22.0%, Salmonella PhoP GFP -4.3% and M. tuberculosis -2.9%.
`CC(=O)CCc1oc2ccc(C)cc2c1-c1ccccc1` gave inhibitors of VEEV 4.6%, H37Rv inhibition 12.8%, influenza NS1A 6.1%, Salmonella PhoP GFP -4.0% and M. tuberculosis 3.1%.
O=C(NCCN1CCOCC1)C(=O)NCC1OCCN1C(=O)c1ccc(Cl)cc1 (configuration not stated) was read as inhibitors of VEEV 0.3%, H37Rv inhibition -3.6%, influenza NS1A 27.2%, Salmonella PhoP GFP 0.7%, M. tuberculosis 5.5% and inhibitors of VEEV 10K pilot screen 0.1.
`CC1CCCC(NC(=O)COC(=O)/C=C/c2ccco2)C1C` (configuration not stated) gave inhibitors of VEEV 2.6%, H37Rv inhibition -1.8%, influenza NS1A -3.8% and M. tuberculosis 26.5%.
`O=C(CCNC(=O)c1ccccc1)N=Nc1c(O)[nH]c2ccccc12` gave H37Rv inhibition -5.9%, Salmonella PhoP GFP -2.2% and M. tuberculosis 6.2%.

Next section, overlapping the part above by 5 compounds.
`Cc1ccc(S(=O)(=O)NCCCNS(=O)(=O)c2ccccc2[N+](=O)[O-])cc1` gave inhibitors of VEEV 5.1%, H37Rv inhibition 6.5%, influenza NS1A 22.0%, Salmonella PhoP GFP -4.3% and M. tuberculosis -2.9%.
`CC(=O)CCc1oc2ccc(C)cc2c1-c1ccccc1` gave inhibitors of VEEV 4.6%, H37Rv inhibition 12.8%, influenza NS1A 6.1%, Salmonella PhoP GFP -4.0% and M. tuberculosis 3.1%.
O=C(NCCN1CCOCC1)C(=O)NCC1OCCN1C(=O)c1ccc(Cl)cc1 (configuration not stated) was read as inhibitors of VEEV 0.3%, H37Rv inhibition -3.6%, influenza NS1A 27.2%, Salmonella PhoP GFP 0.7%, M. tuberculosis 5.5% and inhibitors of VEEV 10K pilot screen 0.1.
`CC1CCCC(NC(=O)COC(=O)/C=C/c2ccco2)C1C` (configuration not stated) gave inhibitors of VEEV 2.6%, H37Rv inhibition -1.8%, influenza NS1A -3.8% and M. tuberculosis 26.5%.
`O=C(CCNC(=O)c1ccccc1)N=Nc1c(O)[nH]c2ccccc12` gave H37Rv inhibition -5.9%, Salmonella PhoP GFP -2.2% and M. tuberculosis 6.2%.
For O=C(CCC(=O)N/N=C/c1ccc(Br)s1)NCc1ccccc1 the results were inhibitors of VEEV 1.3%, H37Rv inhibition -3.3%, influenza NS1A 4.7%, Salmonella PhoP GFP 0.6% and M. tuberculosis -6.9%.
For O=c1[nH]c(=O)n([C@H]2C[C@H](O)[C@@H](CO)O2)cc1F the results were inhibitors of VEEV 2.3%, H37Rv inhibition 34.4%, influenza NS1A -6.3%, Salmonella PhoP GFP inconclusive and M. tuberculosis 14.4%.
For NC(=O)c1ccc(SCC(=O)OCC(=O)NC2CCCCCCC2)c([N+](=O)[O-])c1 the results were inhibitors of VEEV 2.1%, H37Rv inhibition 2.9%, influenza NS1A 1.6% and M. tuberculosis 0.8%.
`CC(C)CC(C(=O)NCC1CCCO1)N(C(=O)Cn1nnc(-c2ccc(F)cc2)n1)c1ccccc1F` (configuration not stated) gave inhibitors of VEEV 4.4%, H37Rv inhibition -2.8%, influenza NS1A 0.2%, Salmonella PhoP GFP -11.8% and M. tuberculosis 13.9%.
Screening COc1cc(C(=O)NCc2ccc(-c3nc4ccccc4o3)cc2)cc(OC)c1OC returned inhibitors of VEEV 1.2%, H37Rv inhibition 0.0%, influenza NS1A -4.9%, Salmonella PhoP GFP 5.5% and M. tuberculosis -8.1%.
For COc1ccc(CCNC(=O)c2ccccc2OCc2ccccc2)cc1 the results were inhibitors of VEEV 4.6%, H37Rv inhibition -2.3%, influenza NS1A -14.5%, Salmonella PhoP GFP -5.4% and M. tuberculosis 0.4%.
Nc1nc(-c2ccco2)nn1S(=O)(=O)c1ccccc1 was read as inhibitors of VEEV inactive, H37Rv inhibition 3.3%, influenza NS1A 5.0%, Salmonella PhoP GFP -8.3% and M. tuberculosis 13.1%.
Screening CN(c1ccccc1)S(=O)(=O)c1ccc(C(=O)N2CCN(c3ccccc3Cl)CC2)cc1 returned inhibitors of VEEV 6.4%, H37Rv inhibition 7.3%, influenza NS1A -6.8% and M. tuberculosis 43.1%.
`COc1ccc(-c2nsc3c(N4CCCCC4C)ncnc23)cc1` (configuration not stated) gave inhibitors of VEEV 4.6%, H37Rv inhibition 41.2µM*, influenza NS1A -12.5%, Salmonella PhoP GFP -4.7% and M. tuberculosis 42.8%.
`Cc1ccc(NC(=O)CCN2C(=O)NC3(CCCC3)C2=O)cc1S(=O)(=O)N1CCOCC1` gave inhibitors of VEEV 1.2%, H37Rv inhibition -5.3%, influenza NS1A -4.8% and M. tuberculosis -5.3%.
Screening O=C(CCc1cnccn1)NC1CCCc2c1cnn2-c1ccc(F)cc1F (configuration not stated) returned inhibitors of VEEV 0.6%, H37Rv inhibition -2.9%, influenza NS1A 3.2%, Salmonella PhoP GFP -11.2% and M. tuberculosis 13.4%.
COc1ccc(CCNC(=O)C(Sc2ccccn2)c2ccccc2)cc1OC (configuration not stated) was read as inhibitors of VEEV 1.1%, H37Rv inhibition -5.0%, influenza NS1A -22.0%, Salmonella PhoP GFP -3.5% and M. tuberculosis 1.2%.
For O=C(N=C1SC2CS(=O)(=O)CC2N1c1cccc(Cl)c1Cl)C1CC1 (configuration not stated) the results were inhibitors of VEEV 3.0%, H37Rv inhibition 9.9%, influenza NS1A 2.9%, Salmonella PhoP GFP 1.7% and M. tuberculosis 12.3%.
COc1ccc2[nH]c(=O)c(CN(c3ccccc3)S(=O)(=O)c3ccccc3)cc2c1 was read as inhibitors of VEEV 2.9%, H37Rv inhibition -24.6%, influenza NS1A -9.7%, Salmonella PhoP GFP -3.6% and M. tuberculosis -6.2%.
`CCOc1ccc(C(=O)Nc2ccncc2)cc1` gave inhibitors of VEEV inactive, H37Rv inhibition 7.2%, influenza NS1A -8.2%, Salmonella PhoP GFP 2.4% and M. tuberculosis 15.2%.
`Cc1cccc(OCc2nc(C#N)c(N3CCCC3)o2)c1` gave inhibitors of VEEV 0.0%, H37Rv inhibition 7.8%, influenza NS1A 9.4%, Salmonella PhoP GFP 1.7% and M. tuberculosis -2.5%.
For CCOc1cc(CNc2ccc(N3CCCC3)cc2)cc(Cl)c1OC the results were inhibitors of VEEV 0.4%, H37Rv inhibition 60.2%, influenza NS1A 20.7µM*, Salmonella PhoP GFP -9.7% and M. tuberculosis 36.1%.
N#C/C(=C\c1cccc([N+](=O)[O-])c1)C(=O)Nc1cccnc1 was read as inhibitors of VEEV 0.6%, H37Rv inhibition 0.2%, influenza NS1A -1.2%, Salmonella PhoP GFP -1.3% and M. tuberculosis 15.2%.
For O=C(NCCO)c1cccc(Cl)c1 the results were inhibitors of VEEV 1.0%, H37Rv inhibition -4.1%, influenza NS1A 4.8%, Salmonella PhoP GFP -4.0% and M. tuberculosis -9.4%.
For COC(=O)c1ccc(OC(=O)CCN2C(=O)C3C4c5ccccc5C(c5ccccc54)C3C2=O)cc1 (configuration not stated) the results were inhibitors of VEEV 2.4%, H37Rv inhibition 45.6%, influenza NS1A -3.0%, Salmonella PhoP GFP -4.9% and M. tuberculosis 26.9%.
Screening CCS(=O)(=O)C1=NSC2=NC(=O)/C(=C\c3ccc(OS(=O)(=O)c4ccccc4)cc3)C(=N)N21 returned inhibitors of VEEV 1.4%, H37Rv inhibition 0.6%, influenza NS1A 7.3%, Salmonella PhoP GFP 4.2% and M. tuberculosis 8.0%.
`CCc1nnc(NC(=O)CC(CN(C)S(=O)(=O)c2ccccc2)c2ccccc2)s1` (configuration not stated) gave inhibitors of VEEV 7.2%, H37Rv inhibition -6.3%, influenza NS1A 2.1% and Salmonella PhoP GFP -7.1%.
For Cc1onc(-c2ccccc2Cl)c1C(=O)OCC(=O)N1CCCCC1 the results were inhibitors of VEEV 1.3%, H37Rv inhibition -3.4%, influenza NS1A -4.9% and M. tuberculosis 15.5%.
For COCCOc1cc(NC(=O)c2ccccc2)c(Cl)cc1Cl the results were inhibitors of VEEV 4.7%, H37Rv inhibition 15.0%, influenza NS1A 2.0%, Salmonella PhoP GFP 6.5% and M. tuberculosis 9.2%.
Screening CCOC(=O)c1c(C2CC2)csc1NC(=O)COC(=O)c1cc(OC)c(OC)cc1[N+](=O)[O-] returned inhibitors of VEEV 1.6%, H37Rv inhibition 2.6%, influenza NS1A -3.4%, Salmonella PhoP GFP -3.2% and M. tuberculosis -11.2%.
O=C(COC(=O)CCc1nc2ccccc2s1)Nc1ccc(S(=O)(=O)N2CCOCC2)cc1 was read as inhibitors of VEEV inactive, H37Rv inhibition -7.0%, influenza NS1A 18.6%, Salmonella PhoP GFP 5.2% and M. tuberculosis 4.0%.
